Assay outcomes from PubChem BioAssay.
ELG1 genotoxic – qHTS screen for small molecules that induce genotoxicity in human embryonic kidney (HEK293T) cells expressing luciferase-tagged ELG1; HEK293T ELG1-luciferase reporter, luminescence, 16 h; Potency, µM (doses to about 46 µM), for inactives: at the top dose activity change, positive = activation, usual class: activators; 1.3% of 330,000 active; note: potency is the fitted concentration of half-maximal effect; % of control where 0% means no effect; nearly all actives have a fitted effect of over 60% in size
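16 hr compound incubation (37 °C, 5% CO2) of HEK293T cells carrying luciferase-tagged ELG1; luciferase then measured by ONE-Glo luminescence after 30 min at RT.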
Tb PFK inh – qHTS Assay to Find Inhibitors of T. brucei phosphofructokinase; Potency, µM (series often up to 57.5 µM), for inactives: at the highest dose activity, negative = inhibition, most hits filed as inhibitors; AID 485367, 2010; T. brucei PFK, ADP-Glo luminescence; 0.17% of 330,000 active; ATP-dependent 6-phosphofructokinase (Trypanosoma brucei brucei), O15648;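 note: potency is the fitted concentration of half-maximal effect; 0% = uninhibited 1x PFK enzyme wells and -100% = no-enzyme wells; nearly all actives have a fitted effect of over 60% in size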
Target sequence (O15648 whole entry, looked up): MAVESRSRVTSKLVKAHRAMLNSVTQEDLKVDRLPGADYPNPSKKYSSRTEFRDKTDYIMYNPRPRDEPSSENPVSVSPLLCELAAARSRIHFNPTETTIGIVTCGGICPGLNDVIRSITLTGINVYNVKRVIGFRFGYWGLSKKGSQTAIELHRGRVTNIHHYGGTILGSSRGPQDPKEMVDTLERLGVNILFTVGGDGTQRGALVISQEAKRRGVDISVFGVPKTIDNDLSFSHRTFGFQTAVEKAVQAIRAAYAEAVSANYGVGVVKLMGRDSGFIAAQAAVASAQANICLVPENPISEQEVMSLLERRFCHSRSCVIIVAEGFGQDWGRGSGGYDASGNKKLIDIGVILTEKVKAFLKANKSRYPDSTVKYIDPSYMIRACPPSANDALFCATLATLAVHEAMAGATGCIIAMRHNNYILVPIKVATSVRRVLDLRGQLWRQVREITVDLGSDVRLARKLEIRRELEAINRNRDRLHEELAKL
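Compounds were pin-transferred as a titration series up to 57 uM into substrate buffer (0.5 mM F6P, 0.1 mM ATP, pH 8.0), then 1.25 nM PFK was added and reactions ran 45 min before ADP-Glo detection.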
uPA generation – qHTS for Inhibitors of Cell Surface uPA Generation; cell surface uPA generation assay, qHTS; Potency, µM (highest dose often 38.3 µM), inactives show at the top dose activity change, negative = inhibition, actives largely listed as inhibitors; 0.31% of 330,000 active; active = well fitted inhibition curve with a large enough effect; inconclusive = small, poorly fitted or top-dose-only effect; inactive = no such curve, though single readings can be large or run the other way; tested in mouse RAW 264.7 cells; note: potency is the fitted concentration of half-maximal effect; % is set by controls: 0 for no effect and ±100 for the full control effect; nearly all actives have a fitted effect of over 55% in size
Gal4-VP16 FLuc – VP16 counterscreen qHTS for inhibitors of ROR gamma transcriptional activity | Drosophila S2 Gal4-VP16 UAS-luciferase, luminescence, 20 h | Potency, µM (highest dose often 53.6 µM), inactives show top-dose activity, negative = inhibition, usual class: inhibitors | AID 2546, 2010 | 3.5% of 310,000 active;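 note: Gal4-VP16 expression switched on by copper sulfate through the metallothionein promoter; potency is the fitted concentration of half-maximal effect; % is set by controls: 0 for no effect and ±100 for the full control effect; nearly all actives have a fitted effect of over 50% in size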
RORgamma inh – qHTS for inhibitors of ROR gamma transcriptional activity; Drosophila S2 Gal4-RORgamma UAS-luciferase reporter, 20 h; Potency, µM (doses to about 53.6 µM), inactives show top-dose activity change, negative = inhibition, hits mostly inhibitors; AID 2551, 2010; 5.4% of 310,000 active; Nuclear receptor ROR-gamma (Mus musculus), P51450; note: potency is the fitted concentration of half-maximal effect; % is set by controls: 0 for no effect and ±100 for the full control effect; nearly all actives have a fitted effect of over 60% in size
Target sequence (P51450 whole entry, looked up, the tested form may be a part): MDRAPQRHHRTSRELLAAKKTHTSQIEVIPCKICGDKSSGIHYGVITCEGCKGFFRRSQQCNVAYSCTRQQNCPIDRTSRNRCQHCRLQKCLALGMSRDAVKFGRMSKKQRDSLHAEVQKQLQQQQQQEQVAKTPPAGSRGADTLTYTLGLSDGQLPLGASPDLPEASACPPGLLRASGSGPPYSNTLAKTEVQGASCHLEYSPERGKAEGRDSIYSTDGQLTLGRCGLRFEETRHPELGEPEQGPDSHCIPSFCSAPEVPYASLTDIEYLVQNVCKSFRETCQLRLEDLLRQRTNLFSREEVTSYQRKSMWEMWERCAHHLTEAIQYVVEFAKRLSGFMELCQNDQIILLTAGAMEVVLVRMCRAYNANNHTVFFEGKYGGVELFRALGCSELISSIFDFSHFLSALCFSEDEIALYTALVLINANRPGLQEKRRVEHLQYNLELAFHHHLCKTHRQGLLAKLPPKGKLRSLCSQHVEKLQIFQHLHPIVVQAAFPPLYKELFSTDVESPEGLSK
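ROR gamma transcriptional activity was tracked as Gal4-UAS luciferase output in stably transfected Drosophila Schneider cells, with compound added 1 hr before 700 uM copper sulfate induction and a 20 hr ambient-temperature incubation.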
Coupling enz – qHTS Assay for Inhibitors of Fructose-1,6-bisphosphate Aldolase from Giardia Lamblia: Coupling assay counterscreen. coupling enzyme system counterscreen, AmpLite Red fluorescence. activity change, negative = inhibition, % at 58.2 µM, hits read low. 0.67% of 290,000 active. AID 2472, 2010; in the data active = activity change below about -30%; note: % is set by controls: 0 for no effect and ±100 for the full control effect
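First, compound is pin-transferred into glyceraldehyde-3-phosphate coupling-enzyme reagent at 57.5 uM final and held 10 min at RT. Next, substrate, coupling system and AmpLite Red are added. After 20 min RT, fluorescence (525/598 nm) is read.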
FLuc counter – qHTS profiling assay for firefly luciferase inhibitor/activator using purifed enzyme and Km concentrations of substrates (counterscreen for miR-21 project). Luciferin 4-monooxygenase (Photinus pyralis), P08659. purified FLuc, Km substrates, luminescence inhibition. Potency, µM (titrated, usually from 57.5 µM), for inactives: at the top dose activity change, negative = inhibition, usual class: inhibitors. 6.9% of 360,000 active;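 note: potency is the fitted concentration of half-maximal effect; plate controls were vehicle for no effect and reference inhibitor for full effect; nearly all actives have a fitted effect of over 55% in size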
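Biochemical qHTS of compounds, final roughly 60 µM downward over six points, against 10 nM purified firefly luciferase using Km concentrations of substrates (10 uM D-luciferin, 10 uM ATP) in Tris acetate pH 7.5 buffer; luminescence output.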
Rab9 promoter act – qHTS Assay for Rab9 Promoter Activators; Huh7 Rab9 promoter-luciferase reporter, luminescence, 24 h; Potency, µM (series often up to 9.22 µM), for the others: top-dose activation, negative = inhibition, most hits filed as activators; 2.8% of 320,000 active; AID 485297, 2010; note: potency is the fitted concentration of half-maximal effect; % of control where 0% means no effect; nearly all actives have a fitted effect of over 60% in size
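Cells were plated at 1500 per well in reduced-serum medium with 10% FBS and left 2 h. Compound in DMSO was then added for 24 h at 37 °C. Reporter signal was read by luminescence after 10 min with luciferase detection reagent.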
KCNH2 3.1 inh – qHTS for Inhibitors of KCHN2 3.1: Mutant qHTS. activity change, % (tested at about 1.8 µM). 0.95% of 340,000 active. Potassium voltage-gated channel subfamily H member 2, brain isoform KCNH2 3.1 (human). AID 720553, 2013. U2OS KCNH2 3.1, thallium flux FluxOr; hits give low values;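 active = maximum activity change below -70%; inconclusive = maximum activity change from -70% to -50%; inactive = maximum activity change above -50%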;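 note: thallium influx rate constant from kinetic fluorescence after stimulation buffer; % is set by controls: 0 for no effect and ±100 for the full control effect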
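Thallium flux read-out: FluxOr dye with Red40 quencher in HBSS/HEPES, 45 min at RT. Rate constants from kinetic reads were normalized to positive and negative DMSO controls. Cells: U2OS virally expressing the 3.1 isoform.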
NPC1 promoter act – qHTS Assay for NPC1 Promoter Activators. Potency, µM (titrated, usually from 9.22 µM), inactives show at the top dose activation, most hits filed as activators. Huh7 NPC1 promoter luciferase reporter, 24 h. 2.4% of 320,000 active. AID 485313, 2010;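 note: potency is the fitted concentration of half-maximal effect; % of control where 0% means no effect; nearly all actives have a fitted effect of over 60% in size; reporter is driven by a mutant NPC1 promoter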
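Compounds in DMSO were transferred onto Huh7 NPC1-luciferase reporter cells pre-incubated 2 h; after 24 h at 37 °C, Amplite reagent was dispensed and luminescence recorded 10 min later.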
Giardia kill – Small Molecules that selectively kill Giardia lamblia: qHTS; Giardia lamblia trophozoite viability; activity change, % at 7.66 µM, hits read low; 0.15% of 340,000 active; AID 540267, 2011; in the data active = activity change below about -80%; inconclusive = between about -30% and that limit;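 note: parasites exposed to compound for two days anaerobically before the ATP read; % is set by controls: 0 for no effect and ±100 for the full control effect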
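Giardia lamblia trophozoites (100 cells/well) were incubated with compounds for 48 h at 37 deg C under anaerobic conditions. Viability was read as ATP content by one-step luminescence after 15-30 min at room temperature.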
Starred values were filed as active, the others as inactive; ? = inconclusive; . = no result given; & = joins results of further samples; [ ] = dose if it differs, or a comment. Unless noted, calls come from the whole dose curve; as a rule, active = well fitted curve in the direction sought with a large enough effect; inconclusive = small, poorly fitted or top-dose-only effect, or another doubt; inactive = no such curve, though single readings can be large; an effect the other way counts as inactive or inconclusive.

Values run as follows: Tb PFK inh	ELG1 genotoxic	Rab9 promoter act	KCNH2 3.1 inh	uPA generation	Gal4-VP16 FLuc	Coupling enz	NPC1 promoter act	FLuc counter	RORgamma inh	Giardia kill
S=C(Nc1ccc(Cl)cc1)N(CCCN1CCOCC1)Cc1ccco1
  0%	1%	-2%	-6	10%	1%	1	-2%	-2%	-23%	-7
CCOC(=O)c1c(/N=C/c2cc([N+](=O)[O-])ccc2O)sc(C)c1C
  -5%	-3%	12%	13	2%	?	-1	0%	-2%	10%	3
Cc1cc(C(=O)N/N=C/c2sccc2C)no1
  0%	11%	9%	-4	3%	?	2	6%	?	?	-17
O=C(NCC1CCCO1)c1ccc2c(=O)n(-c3ccccc3)c(=S)[nH]c2c1 (stereo not given)
  1%	-8%	0%	-4	5%	-5%	1	-1%	8%	-13%	33[activator]
CS(=O)(=O)Cc1ccc(C(=O)NC(c2ccccc2)c2ccccc2)cc1
  -4%	-1%	0%	8	0%	-12%	2	-5%	1%	8%	-3
NC(=O)CCn1cnc2ccccc21
  2%	1%	3%	-7	1%	7%	-2	0%	1%	2%	-12
CC(C)c1ccc(C2C3=C(CC(C)(C)CC3=O)NC3=C2C(=O)c2ccccc23)cc1 (stereo not given)
  -9%	-9%	-2%	-7	-7%	-4%	0	-5%	-10%	3%	0
COc1ccc(CNC(=O)C(c2ccco2)N(C(=O)c2snc(C(N)=O)c2N)c2cccc(OC)c2)cc1 (stereo not given)
  0%	-4%	-1%	-6	4%	9%	-2	-1%	4%	13%	-5
Cc1cc2ncn(C(=O)N3CCCC3)c2cc1C
  -3%	7%	-2%	17	2%	-2%	5	1%	1%	22%	-4
c1ccc(CCCc2nc(-c3ccccn3)no2)cc1
  4%	?	2.2µM*	2	-9%	?	1	2.8µM*	17µM*	2%	-8
CCOC(=O)C1=C(C)NC(=S)N(C(C)=O)C1c1ccc(OC)c(OC)c1 (stereo not given)
  4%	4%	0%	-1	-3%	4%	2	-3%	-3%	?	-25
O=C(NCc1cccnc1)/C(=C/c1ccc(Cl)cc1)NC(=O)c1ccccc1
  -5%	1%	0%	-24	22%	-7%	10	-5%	-8%	-1%	-19
Cc1ccccc1-c1nc(CS(=O)CC(=O)NCCN2CCN(Cc3ccccc3)CC2)c(C)o1 (stereo not given)
  0%	-5%	5%	-20	.	-2%	-1	-3%	1%	-13%	15
CC[C@]12c3[nH]c4cc(-c5ccco5)ccc4c3CCN1C(=O)[C@@H](CC(=O)NCCCn1ccnc1)C[C@@H]2C(=O)N1CCN(C(=O)C2CC2)CC1
  0%	6%	.	-48	21%	.	.	.	.	.	14
CC1CN(CC(=O)Nc2nc3ccccc3s2)CC(C)O1 (stereo not given)
  1%	7%	5%	7	-4%	3%	0	-3%	-14%	-36%	0
COc1ccc(S(=O)(=O)NC2CCCCC2)cc1F
  -5%	6%	0%	13	1%	-11%	.	3%	-3%	4%	24
Cc1ccc(NC(=O)C(C)SCc2nc3sc(C)c(C)c3c(=O)[nH]2)nc1 (stereo not given)
  -2%	4%	-7%	9	0%	.	.	-1%	8%	.	-9
O=[n+]1cc(-c2cccc3ccccc23)n([O-])c2c1CCC2
  3%	0%	1%	3	2%	3%	-1	3%	-9%	-1%	-3
C/C(=N\NS(=O)(=O)c1ccc(C)cc1)c1cccs1
  2%	7%	0%	6	-3%	3%	0	1%	3%	31%	0
CCCS(=O)(=O)NCc1cn2cccc(C)c2n1
  -6%	4%	1%	15	0%	-15%	1	-4%	-1%	9%	0
Cc1csc(SCC(=O)NC(C)c2ccc(F)cc2)n1 (stereo not given)
  -4%	-1%	-1%	-2	1%	5%	1	-3%	-2%	-1%	-6
CCCCCCC(=O)OCC(=O)c1ccc2c(c1)NC(=O)CO2
  0%	-1%	-3%	-16	-1%	-4%	1	1%	6%	-15%	4
CC(C)(C)C(=O)Nc1nnc(SCC(=O)NC2CC2)s1
  0%	0%	10%	6	1%	-5%	0	-7%	0%	24%	10
C=CCSc1nnc(CNC(=O)c2ccccc2C)n1C(C)C
  0%	2%	2%	2	3%	5%	0	-1%	0%	-6%	2
O=C(CNC(=O)c1ccc(Cl)cc1)N/N=C/C=C/c1ccccc1
  -12%	8%	-3%	-9	3%	-26%	1	0%	-2%	-31%	9
COc1ccc(/C=N/NC(=O)C(=O)Nc2ccccn2)cc1OC
  1%	0%	11%	6	12%	-2%	1	-1%	-13%	-2%	2
COCc1nnc(NC(=O)c2ccc(S(=O)(=O)N(C)Cc3ccccc3)cc2)o1
  -3%	-22%	-5%	1	1%	2.2µM*	6	1%	3%	0.79µM*	-5
C=C(C)COc1ccc(-c2nc(N)ncc2-c2ccc(OC)c(OC)c2)c(O)c1
  2%	2%	0%	-1	7%	-10%	0	-4%	1%	-22%	6
O=C(O)CCC(=O)NNc1ccccc1[N+](=O)[O-]
  -8%	-1%	11%	1	-2%	-1%	4	0%	0%	-5%	-12
Cc1cc(C)c(NS(=O)(=O)c2c(C(=O)N3CCOCC3)c(C)n(C)c2C)c(C)c1
  1%	4%	4%	-6	4%	-4%	.	3%	3%	-5%	20
O=C1[C@@H](Oc2ccccc2)[C@@H](c2cnc3ccccc3c2)N1c1ccccc1
  -2%	-12%	.	-37	?	.	.	.	.	.	8
CCN(CC(=O)Nc1ccccc1C(=O)Nc1ccccc1)Cc1nc2ccccc2c(=O)[nH]1
  1%	-12%	-4%	-10	2%	?	-2	-3%	1%	3.5µM*	9
COc1ccc(-c2cc(C(=O)N(C)Cc3nc4ccccc4c(=O)[nH]3)c3ccccc3n2)cc1OC
  -4%	-4%	.	-10	-6%	.	.	.	.	.	21
OC1CCNC(=S)N1c1ccccc1 (stereo not given)
  -1%	1%	-5%	9	-1%	5%	0	-6%	0%	-3%	2
COc1ccc(C(=O)C2CCCN(Cc3cccn3-c3ccccn3)C2)c(C)c1 (stereo not given)
  -7%	-13%	-12%	-108*	-10%	-6%	4	-4%	2%	18%	42[activator]
CNc1oc(Cc2cccc3ccccc23)nc1C#N
  -4%	0%	0%	-3	-9%	-6%	7	-8%	2%	28%	-20
CCOC(=O)C1=C(C(F)(F)F)Nc2ncnn2C1c1cccc(OC)c1OC (stereo not given)
  -1%	1%	-1%	-17	-2%	-16%	1	1%	-14%&3%	5%	-4
Cc1cc(C)c(C)c(OCCOCCNCc2ccccc2)c1
  0%	-4%	-3%	-2	0%	1%	5	-6%	-2%	18%	-12
CCCCC(CCC(=O)O)(C(=O)OCC)c1csc(Nc2ccc(OCC)cc2)n1 (stereo not given)
  0%	2%	2%	7	5%	4%	1	-4%	5%	45%	-8
CC(=O)N1c2ccc(S(=O)(=O)N3CCC(C(=O)Nc4cccc(F)c4)CC3)cc2CC1C (stereo not given)
  0%	-9%	-7%	0	-5%	?	.	-8%	-2%	11%	1
CC(=O)N[C@@H](Cc1c[nH]c2ccccc12)C(=O)NC1CC1
  3%	-3%	6%	-13	1%	3%	-1	-1%	1%	24%	6
CN(C)C(=O)C(OC(=O)c1ccc2ccccc2n1)c1ccccc1 (stereo not given)
  -1%	0%	-5%	12	7%	0%	-1	1%	-3%	1%	2
O=c1[nH]c2ccccc2cc1CN(CC1CCCO1)S(=O)(=O)c1ccc(Cl)cc1 (stereo not given)
  3%	-6%	-3%	-10	-5%	-6%	-4	0%	0%	-10%	11
CCOC(=O)CN1C(=O)C2(OCCCO2)c2cc(Br)ccc21
  4%	-1%	5%	2	4%	1%	1	-1%	9%	4%	9
Cc1cc(NS(=O)(=O)c2ccc(NC(=O)c3ccc(Cl)cc3[N+](=O)[O-])cc2)no1
  -1%	4%	4%	-12	-8%	.	6	-8%	-2%	.	-1
Cc1nn(-c2ccccc2)c(C)c1C(=O)OCC(=O)N1CC(=O)Nc2ccccc21
  -2%	0%	-1%	-6	1%	1%	1	0%	-14%	33%	12
